Screening data from PubChem.
HIF-2a inh – inhibitors of HIF-2a. 360,000 tested, 0.72% active. inhibition, % at 18.8 µM. 786-0 RCC cells HIF-2a reporter, luciferase luminescence, overnight. AID 624352;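 active = inhibition of the luminescence signal of 40% or more relative to plate controls, in a single-dose primary screen at 18.75 µM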
PDI inh – blocks human protein disulfide isomerase activity; P07237; PDI insulin aggregation turbidity, A650, 90 min; inhibition, % at 10 µM; 350,000 tested, 0.052% active; AID 588391;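 active = mean inhibition across replicates of 30% or more, whatever share of single replicates reach that level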;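 note: absorbance from insulin aggregation driven by PDI reduction with DTT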
HTR2A ag – agonists of mouse serotonin 5-HT2A receptor (HTR2A). P35363. CHO-K1 mHTR2A beta-arrestin complementation, luminescence; percent of 30 µM serotonin response. activation, % at 7.6 µM. 360,000 tested, 0.66% active;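 active = activation above a run cutoff, the mean activation of all tested compounds plus 3 SD, cut at about 14% in these data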;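 note: 0% = plate median of compound wells and 100% = 30 µM serotonin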
Target sequence (P35363 whole entry, looked up): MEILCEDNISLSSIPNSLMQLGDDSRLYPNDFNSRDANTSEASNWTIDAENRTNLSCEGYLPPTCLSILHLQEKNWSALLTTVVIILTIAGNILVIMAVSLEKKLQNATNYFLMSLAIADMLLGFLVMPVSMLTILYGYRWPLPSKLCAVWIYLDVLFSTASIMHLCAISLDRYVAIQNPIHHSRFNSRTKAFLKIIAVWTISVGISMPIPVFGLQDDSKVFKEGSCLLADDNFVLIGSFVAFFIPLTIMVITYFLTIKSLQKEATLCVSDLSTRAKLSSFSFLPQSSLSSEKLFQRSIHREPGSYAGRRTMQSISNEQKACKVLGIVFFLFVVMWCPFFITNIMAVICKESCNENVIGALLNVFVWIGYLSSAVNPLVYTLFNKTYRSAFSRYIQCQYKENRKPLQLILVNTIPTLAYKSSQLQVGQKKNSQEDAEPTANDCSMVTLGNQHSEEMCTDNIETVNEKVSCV
Shn3 inh set2 – reduces Shn3 3'UTR luciferase signal in osteoblasts | Clone20 osteoblast Shn3 3'UTR firefly luciferase, 24 h | inhibition, % at 12.5 µM | 360,000 tested, 0.52% active | AID 588674;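 active = mean inhibition of at least 75% with every replicate also reaching 75%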;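 note: 0% = median of neutral control wells and 100% = pilot-screen positive control compound; some compounds past the cut are filed as inactive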
CaV13 ICDI inh – Primary screen for inhibitors of IQ motif and Ca2+-dependent inactivation inhibitor domain binding in CACNA1D, Förster resonance energy transfer in living cells, … | inhibition, % at 12.3 µM | 340,000 tested, 0.098% active | HEK cells, CFP/YFP FRET ICDI-IQ, plate reader, 10 min; percent FRET-ratio fall versus neutral wells;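 active = mean replicate inhibition of at least 30% and at least 1% of replicates passing that level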;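 note: 0% = median of the neutral control wells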
NR2E3 ag-1 – agonists of human nuclear receptor NR2E3. Q9Y5X4. GST-NR2E3/biotin-RetCOR TR-FRET, 1536-well. inhibition of corepressor binding, % at 4.78 µM. 320,000 tested, 0.12% active. AID 2300;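 active = percent inhibition above the cutoff of mean plus 3 SD of all tested compounds, set per screening campaign, cut at about 20% in these data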;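 note: 0% = DMSO wells and 100% = biotin wells as full block of FRET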
Target sequence (Q9Y5X4 whole entry, looked up): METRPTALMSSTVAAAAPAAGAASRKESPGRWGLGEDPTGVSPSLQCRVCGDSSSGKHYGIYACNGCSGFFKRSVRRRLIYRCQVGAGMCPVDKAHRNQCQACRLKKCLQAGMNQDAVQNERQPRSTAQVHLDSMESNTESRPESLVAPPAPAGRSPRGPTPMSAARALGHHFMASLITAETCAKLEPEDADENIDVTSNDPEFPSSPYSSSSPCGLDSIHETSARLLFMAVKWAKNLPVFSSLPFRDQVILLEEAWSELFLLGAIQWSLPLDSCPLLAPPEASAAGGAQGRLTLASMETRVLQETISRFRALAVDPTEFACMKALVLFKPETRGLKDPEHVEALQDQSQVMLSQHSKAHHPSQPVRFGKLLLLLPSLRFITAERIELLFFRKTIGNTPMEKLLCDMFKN
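system = GST-tagged NR2E3 plus biotinylated RetCOR corepressor | input = 1.35 nM GST-NR2E3 | also added = 7 nM biotin-RetCOR | schedule = 5 h incubation at 4 °C | measured by = TR-FRET with europium anti-GST and streptavidin-D2, 340 nm excitation | read-out = percent loss of FRET ratio relative to control wells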
iPSC survival up – enhancers of human iPSC single-cell survival; hiPSC single-cell survival, ATPlite luminescence; 100% = ROCK inhibitor wells, 0% = DMSO; survival enhancement, % at 20 µM; 360,000 tested, 0.044% active; in the data active = survival enhancement above about 18%;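 note: cells exposed to compounds for 16 hours before the ATP read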
NR2E3 ag-2 – agonists of human NR2E3 nuclear receptor | CHO-S Gal4-NCOR/VP16-NR2E3 two-hybrid, luciferase | inhibition of corepressor binding, % at 3.98 µM | 360,000 tested, 0.35% active | AID 602229;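 active = inhibition above the mean of all tested compounds plus 3 SD, cut at about 70% in these data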;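 note: 0% = DMSO with NR2E3 transfected cells and 100% = cells lacking NR2E3 construct; higher means lower luciferase signal from less NR2E3 corepressor binding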
TRPM1 prom inh – reduces MITF-dependent TRPM1 promoter luciferase signal; AID 488899; inhibition, % at 12.5 µM; SK-MEL-5 TRPM1 promoter luciferase, 24 h; 330,000 tested, 0.83% active;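 active = mean inhibition across replicates of 60% or more, whatever share of single replicates reaches that level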; note: values of inactives mirror those of a sister screen read the other way
Peg3 prom inh – Peg3 promoter activity inhibition; HeLa PEG-Prom luciferase reporter, luminescence, overnight; inhibition, % at 20 µM; 360,000 tested, 1.7% active;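 active = inhibition of at least 50% at 20 µM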
Cardio protect – modulators protecting cardiomyocytes from myocardial damage; protection from H2O2 cell death, % at 20 µM; 360,000 tested, 0.63% active; AID 588492; H9c2 cardiomyocytes, H2O2 injury protection, ATPLite, 2 h;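 active = compounds giving at least 50% protection of heart cells from peroxide-induced death in the single-dose screen, raw or plate-pattern-corrected value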;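 note: 0% = DMSO wells with peroxide and 100% = DMSO wells without peroxide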
* hit, by the source's call; · = not tested or not shown. Compounds were not picked by outcome (roughly 3.9% active in at least one column).

SMILES	HIF-2a inh	PDI inh	HTR2A ag	Shn3 inh set2	CaV13 ICDI inh	NR2E3 ag-1	iPSC survival up	NR2E3 ag-2	TRPM1 prom inh	Peg3 prom inh	Cardio protect
O=C(NN=C1CCCCCCC1)c1ccc2ccccc2n1	4	6	1	-10	2	0	0.0	-65	4	-47	7
CS(=O)(=O)c1cccc(C(=O)OCC(=O)NCc2cccs2)c1	-7	-1	-3	-5	-4	2	-0.3	-6	2	5	2
NNc1nc(Nc2ccccc2)nc(Nc2ccccc2)n1	-36	9	-4	-8	-5	4	-1.2	-27	8	-8	20
Cc1cc(O)c(C(C)C)cc1NC(=O)Nc1cc(Cl)ccc1Cl	14	4	11	2	-6	·	-1.1	14	-11	13	-6
Cc1ccc(Cl)c(N/C=C/C(=O)c2ccccc2)c1	-209	2	1	-129	-2	-2	0.2	-169	-65	-323	-12
CCC(C)n1ncn(-c2ccc(N3CCN(c4ccc(O)cc4)CC3)cc2)c1=O (stereo not given)	2	-12	-1	29	-5	-1	-1.5	39	20	22	0
CNc1c(NS(=O)(=O)c2cc(Cl)ccc2OC)c(=O)oc2ccccc12	8	-3	2	7	-2	4	0.2	-8	-1	18	12
CC(=O)Nc1ccc(S(=O)(=O)N(C)CC(=O)OCC(=O)N2CCc3ccccc32)cc1	1	-1	5	-12	-6	0	-2.2	-13	-5	-6	8
Cc1nccn1Cc1ccccc1	6	-2	0	1	-5	0	3.5	5	5	-2	-9
Cc1cc(C)nc(NNC2=CC(=O)CC(C)(C)C2)n1	23	12	-2	13	-1	0	2.7	-3	10	9	2
CC1CCN(C(=O)C(=O)c2cn(CC(=O)N3CCCC3)c3ccccc23)CC1	17	0	6	-7	·	2	-0.3	-13	3	1	1
CC(C)(C)c1ccc(C(=O)Nc2cccnc2)cc1	-179	-2	-4	-115	-2	0	-0.6	-11	-46	-167	-13

Quoted from the results shown, 11 compounds:
SMILES	HIF-2a inh	PDI inh	HTR2A ag	Shn3 inh set2	CaV13 ICDI inh	NR2E3 ag-1	iPSC survival up	NR2E3 ag-2	TRPM1 prom inh	Peg3 prom inh	Cardio protect
O=C(NN=C1CCCCCCC1)c1ccc2ccccc2n1	4	6	1	-10	2	0	0.0	-65	4	-47	7
CS(=O)(=O)c1cccc(C(=O)OCC(=O)NCc2cccs2)c1	-7	-1	-3	-5	-4	2	-0.3	-6	2	5	2
NNc1nc(Nc2ccccc2)nc(Nc2ccccc2)n1	-36	9	-4	-8	-5	4	-1.2	-27	8	-8	20
Cc1cc(O)c(C(C)C)cc1NC(=O)Nc1cc(Cl)ccc1Cl	14	4	11	2	-6	·	-1.1	14	-11	13	-6
Cc1ccc(Cl)c(N/C=C/C(=O)c2ccccc2)c1	-209	2	1	-129	-2	-2	0.2	-169	-65	-323	-12
CCC(C)n1ncn(-c2ccc(N3CCN(c4ccc(O)cc4)CC3)cc2)c1=O (stereo not given)	2	-12	-1	29	-5	-1	-1.5	39	20	22	0
CNc1c(NS(=O)(=O)c2cc(Cl)ccc2OC)c(=O)oc2ccccc12	8	-3	2	7	-2	4	0.2	-8	-1	18	12
CC(=O)Nc1ccc(S(=O)(=O)N(C)CC(=O)OCC(=O)N2CCc3ccccc32)cc1	1	-1	5	-12	-6	0	-2.2	-13	-5	-6	8
Cc1nccn1Cc1ccccc1	6	-2	0	1	-5	0	3.5	5	5	-2	-9
Cc1cc(C)nc(NNC2=CC(=O)CC(C)(C)C2)n1	23	12	-2	13	-1	0	2.7	-3	10	9	2
CC1CCN(C(=O)C(=O)c2cn(CC(=O)N3CCCC3)c3ccccc23)CC1	17	0	6	-7	·	2	-0.3	-13	3	1	1

The results go on:
SMILES	HIF-2a inh	PDI inh	HTR2A ag	Shn3 inh set2	CaV13 ICDI inh	NR2E3 ag-1	iPSC survival up	NR2E3 ag-2	TRPM1 prom inh	Peg3 prom inh	Cardio protect
CCOc1ccc(S(=O)(=O)NCCC(=O)NCCCSc2ccccc2)cc1	23	12	-7	1	-4	-1	0.5	23	8	25	-6
O=C(Nc1cccc([N+](=O)[O-])c1)C1C2CCCCC21 (stereo not given)	-56	-7	-2	11	-3	·	-0.5	-35	-7	-32	-2
CC(C)(C)C1CCc2onc(C(=O)NC3CCCC3)c2C1 (stereo not given)	-19	5	4	3	-6	3	0.7	-18	0	1	0
CCOc1ccc(C2NC(=O)NC(C)=C2[N+](=O)[O-])cc1OC (stereo not given)	19	-4	-3	-4	-2	9	-0.4	-15	-5	3	-3
COc1ccccc1/C=c1\sc2nc(-c3ccco3)nn2c1=O	19	3	2	2	·	2	5.6	-10	5	27	12
COc1ccc(C)cc1NC(=O)CN(C)S(=O)(=O)c1ccc2c(c1)n(C)c(=O)c(=O)n2C	-3	-3	7	-9	-3	1	0.2	-3	6	4	2
Cc1cc(S(=O)(=O)N(Cc2cccs2)Cc2ccccc2F)ccc1-n1cnnn1	10	-4	-7	20	-3	2	-1.9	-15	-2	19	4
COc1cccc(CNC(=O)COC(=O)CCc2cc(OC)c(OC)c(OC)c2)c1	9	-5	3	-4	-16	0	0.8	-8	·	5	0
CCOC(=O)C1(CC2CCCCO2)CCN(S(=O)(=O)c2ccsc2)CC1 (stereo not given)	14	6	0	3	-4	3	0.3	-26	-3	1	4
CCCCCN(C(=O)CCC(=O)OCc1ccc(Cl)cc1Cl)c1c(N)n(CCCC)c(=O)[nH]c1=O	11	1	5	58	-5	-7	-0.7	-5	14	4	-1
Cc1nonc1N1CCN(Cc2cn[nH]c2-c2ccc3c(c2)OCO3)CC1	12	-21	-5	0	-6	8	1.6	2	-6	1	0
CC(NC(=O)CN(c1cccc(C(F)(F)F)c1)S(=O)(=O)c1ccc(Cl)c([N+](=O)[O-])c1)c1ccccc1 (stereo not given)	78*	3	-2	5	-5	2	16	0	79*	104*	-8
CCOC(=O)c1c(C)nc(C)c(C(=O)OCC)c1-c1ccccc1	-3	-1	-4	-3	-8	4	-1.3	-43	0	17	5
Cc1ccccc1C(=O)NNC(=S)NC(=O)c1ccc(Cl)cc1Cl	13	3	0	17	-7	-3	-1.3	39	8	9	26
Cc1cc(C)n2c(Nc3ccc4c(c3)OCCO4)c(CC(C)C)nc2n1	4	·	0	·	-7	·	-0.8	-8	·	·	·
CCN(CC(=O)Nc1ccccc1OC)C(=O)CC1CC2CCC1C2 (stereo not given)	10	-8	6	8	-3	2	0.1	2	-2	2	-7
Cc1ccccc1N1CCN(C2CCCN(C(=O)c3ccccn3)C2)CC1 (stereo not given)	5	-1	-4	0	-11	2	0.2	-12	0	1	-2
C[C@H]1CN([C@@H](C)CO)C(=O)c2cc(Br)cnc2O[C@@H]1CN(C)S(=O)(=O)c1cn(C)cn1	-22	-4	1	-24	-7	·	0.6	-7	·	2	-2
CCCCC1=CC2=C(c3ccco3)C(=O)C(C)(OC(=O)c3ccc(OC)cc3)C(=O)C2=CN1C1CC1 (stereo not given)	9	1	-2	10	-8	9	4.7	-4	6	1	10
O=C(O)c1cc(-c2cccc(Cl)c2)nc2nc(N3CCCCC3)sc12	1	-7	-2	3	-15	5	0.2	-40	-3	9	6
O=C(c1ccc(N2CCOCC2)cc1)c1cccs1	-147	-6	-1	-62	-4	-3	-2.0	-99	-18	-197	-12
CCc1nc(N2CCN(C(C)=O)CC2)c2c3c(sc2n1)CC(C(C)(C)C)CC3 (stereo not given)	5	5	2	82	-2	0	-0.7	-2	17	34	-22
CCOC(=O)c1c(-c2ccccc2)oc2ccc(O)c(CN3CCCC3)c12	2	-4	-5	25	-4	1	0.9	-14	-2	34	5
O=C(CCn1c(=O)[nH]c2ccsc2c1=O)NCc1ccc(F)cc1	15	3	-3	11	-5	1	-0.8	-3	-3	6	-3
CC(C)(Cc1ccc(O)cc1)NC(=O)CC(=O)N=Nc1c(O)[nH]c2ccc(Br)cc12	11	-4	3	19	-6	5	-0.2	4	8	3	-1
O=C(c1ccccc1)N1CCCc2ccccc21	15	-6	1	15	·	-3	-0.3	-21	-4	5	-5
NC(=O)CC(NC(=O)Cc1ccc(Br)cc1)c1ccc(NCc2ccc(F)cc2)c([N+](=O)[O-])c1 (stereo not given)	21	1	-7	18	-5	5	0.3	-25	7	35	3
Cc1ccc(S(=O)(=O)Nc2ccc3c(c2)OCCO3)cc1C	40	2	-1	12	-3	0	3.9	10	13	-40	-15
O=C(O)Cn1c(O)c(C2=c3ccccc3=NC2=O)sc1=O	13	-3	0	-8	-3	-3	-0.5	-13	3	11	0
Nc1cc(S(=O)(=O)N2CCOCC2)ccc1N1CCCCC1	3	-2	5	27	-3	·	-1.6	3	0	-2	-14
N/C(=N/OC(=O)c1ccccc1F)c1nonc1N	-82	-5	-1	3	-10	0	0.6	-58	-16	-69	-4
C[C@H]1CC[C@@]2(O[C@H](CCO)C[C@H](O)[C@H]2O)O1	13	-5	-4	2	-11	0	1.8	2	9	4	-4
CC(C)(C)c1ccc(OCC(=O)NNC(=S)NC(=O)c2ccco2)c(Br)c1	5	2	6	46	·	3	-0.6	-52	20	27	46
Cc1ccc(-c2nnc(SCC(=O)CC(=O)Nc3ccccc3)n2-c2ccccc2)cc1	-37	2	-2	9	-4	2	9.0	-41	-1	16	-8
CCC(C)[C@H](NC(=O)NCc1cccc(OC)c1)C(=O)OC (stereo not given in full)	-5	-1	-2	9	·	4	3.8	-5	3	-1	3
O=C(/C=C/c1ccccc1Cl)Nc1ccncc1	-293	3	-2	-27	-6	-3	0.0	-4	-50	-242	-10
CCCCC1=CC2=C(c3ccco3)C(=O)C(C)(OC(=O)c3ccc(OC)cc3)C(=O)C2=CN1CCCCO (stereo not given)	-12	0	5	-23	-6	9	-2.7	-14	-8	7	-1
Cc1ccc(C(=O)CSC2=C(C#N)C(c3ccco3)CC(=O)N2)c(C)c1 (stereo not given)	17	-1	-3	3	-3	4	5.1	-22	5	-6	-1
CCS(=O)(=O)N1Cc2ccccc2CC1C(=O)NC(C)C12CC3CC(CC(C3)C1)C2 (stereo not given)	19	6	-6	6	-5	-3	0.4	-25	-9	6	-8
